# 5HT1E ag = 5-HT1E receptor agonists, primary screen, cell-based, HTS; 5-hydroxytryptamine receptor 1E (Homo sapiens), P28566; CHO 5-HT1E Ga15 NFAT-bla reporter, FRET; 0% DMSO wells, 100% control agonist wells; activation, % at 6 µM; 65,000 tested, 0.69% active; AID 574, 2007;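 active = activation above a set limit, the screen-wide mean activation plus 3 SD, cut at about 8.5% in these data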;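 note: 100% = positive control agonist at 1 µM giving full maximal response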
# SF-1 act = activators of human SF-1, primary screen, cell-based, CHO-K1, Gal4-SF-1 LBD, luciferase luminescence; Steroidogenic factor 1 (Homo sapiens), Q13285; CHO-K1 Gal4-SF-1 LBD luciferase reporter; % increase over DMSO SF-1-specific signal; activation, % at 10 µM; 65,000 tested, 1.9% active;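 active = activation above the mean activation of all tested compounds plus 3 SD, cut at about 50% in these data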
#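 Assay system – CHO-K1 cells with Gal4–hSF-1 LBD chimera plus Gal4-driven luciferase · Quantity – 4,000 cells per well · Times – compound added 1 h post-seeding, 20 h exposure at 37 °C, 5% CO2 · Measured by – luciferase light emission · Benchmarks – DMSO and mock-transfected background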
# S1P1 ag pot = S1P1 agonists and agonism potentiators, primary screen, cell-based, primary and confirmation screens, CRE-bla reporter; activation, % at 9.5 µM; AID 449, 2006; S1P1 CRE-bla cells, forskolin, beta-lactamase FRET, potentiator mode; S1P1 agonist co-added at EC20, 2 nM; 100% = saturating reference agonist, 0% = basal; 56,000 tested, 0.57% active; Sphingosine 1-phosphate receptor 1 (Homo sapiens), P21453;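 active = activation above a cutoff set at the mean activation of all tested compounds plus 3 SD, cut at about 54% in these data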;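 note: forskolin at 4 µM as EC80 and the EC20 agonist is SEW2871; 100% = SEW2871 at its EC100 plus forskolin at EC80; some compounds past the cut are filed as inactive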
# S1P3 ag = human S1P3 receptor agonists, primary screen, cell-based, primary and confirmation, NFAT-BLA reporter; AID 373, 2006; 60,000 tested, 0.1% active; activation, % at 4.5 µM; S1P3 NFAT-BLA reporter cells, agonism, FRET ratio; relative to 1 µM S1P, basal subtracted;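 active = activation above the screen-wide mean plus 3 SD, cut at about 4.5% in these data, passing the limit was not always enough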; note: some compounds called inactive have numbers as strong as hits
#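 material = human S1P3 NFAT-BLA reporter CHO cells | schedule = 4 h compound at 37 °C, 2 h substrate at RT | measured by = fluorescent BLA substrate, ex 405 nm, em 460/535 nm ratio | controls = 1 µM S1P reference | replication = primary once, confirmation triplicate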
# Ecoli tolC = growth inhibitors of E. coli tolC mutant, primary screen, strain BW25113 ΔtolC::kan, 384-well; growth inhibition, % at 10 µM (by protocol); AID 573, 2007; 65,000 tested, 2.2% active; OD615;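 active = growth inhibition at or above a cutoff equal to the mean over every tested compound plus 3 SD, cut at about 60% in these data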;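 note: growth measured after 20 h incubation at 37 °C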
#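 System: E. coli ΔtolC::kan strain BW25113; Buffer or medium: LB broth supplemented with 50 µg/mL kanamycin; Compound: 10 µM final, single dose; Incubation: bacterial growth with compound for 20 h at 37 °C; Signal: A615 absorbance measurement; Evaluation: growth inhibition in percent.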
# 5-HT1A blocker = human 5-HT1a receptor antagonists, primary screen, cell-based, CHO, Ga15 NFAT-bla reporter | inhibition, % at 10 µM | CHO 5-HT1a Ga15 NFAT-bla reporter, antagonist mode | 62,000 tested, 0.68% active;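 active = inhibition above the mean of all tested compounds plus 3 SD, cut at about 43% in these data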;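 note: receptor stimulated by 5-CT agonist at 100 nM near EC80; beta-lactamase reporter measured by ratiometric fluorescence of a cleavable substrate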
# Target sequence (P08908 whole entry, looked up): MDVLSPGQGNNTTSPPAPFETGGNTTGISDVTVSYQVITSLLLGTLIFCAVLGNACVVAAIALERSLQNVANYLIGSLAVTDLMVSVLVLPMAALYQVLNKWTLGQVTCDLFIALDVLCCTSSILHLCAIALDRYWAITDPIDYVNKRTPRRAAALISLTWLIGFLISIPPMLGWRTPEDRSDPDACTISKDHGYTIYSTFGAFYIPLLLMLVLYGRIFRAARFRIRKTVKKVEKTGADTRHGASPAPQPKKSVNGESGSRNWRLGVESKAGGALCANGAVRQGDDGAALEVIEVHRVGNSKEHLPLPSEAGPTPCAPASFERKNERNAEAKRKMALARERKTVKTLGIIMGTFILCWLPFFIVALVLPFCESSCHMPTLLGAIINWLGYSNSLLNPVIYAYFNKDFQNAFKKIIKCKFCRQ
# RORA act = activators of orphan receptor RORA, primary screen, cell-based, luminescence; Nuclear receptor ROR-alpha (Homo sapiens), P35398; CHO-K1 Gal4-RORA LBD luciferase reporter; percent increase over mock-subtracted basal signal; activation, % at 10 µM; 65,000 tested, 1.5% active; AID 560, 2006;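 active = activation above the mean of all tested compounds plus 3 SD, cut at about 49% in these data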;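 note: 0% = DMSO-treated RORA cells and 100% = added signal equal to DMSO minus mock-transfected cells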
# Target sequence (P35398 whole entry, looked up, the tested form may be a part): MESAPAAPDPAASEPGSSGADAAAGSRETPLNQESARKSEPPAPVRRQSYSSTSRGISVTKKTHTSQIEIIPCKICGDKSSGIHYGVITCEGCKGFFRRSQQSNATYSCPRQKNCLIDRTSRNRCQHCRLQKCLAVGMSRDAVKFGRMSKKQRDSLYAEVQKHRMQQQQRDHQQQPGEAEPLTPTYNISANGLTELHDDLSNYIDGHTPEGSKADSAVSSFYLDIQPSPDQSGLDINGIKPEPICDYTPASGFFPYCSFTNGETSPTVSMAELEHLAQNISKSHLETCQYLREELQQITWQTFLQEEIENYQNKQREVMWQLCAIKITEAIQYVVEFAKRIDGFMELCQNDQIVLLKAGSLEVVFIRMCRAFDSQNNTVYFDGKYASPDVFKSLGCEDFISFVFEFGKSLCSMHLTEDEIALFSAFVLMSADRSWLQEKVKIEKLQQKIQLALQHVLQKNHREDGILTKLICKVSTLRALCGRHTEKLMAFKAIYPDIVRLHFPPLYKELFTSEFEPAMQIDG
# AP complement = alternative complement pathway inhibitors, primary screen, biochemical, ELISA, human serum, orthogonally pooled compounds | 62,000 tested, 0.08% active | LPS-coated ELISA, C3 deposition; tested in compound mixtures | inhibition, % at 5 µM | AID 1235, 2008;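 active = inhibition above 30% in each of the two pooled mixtures holding the compound, so the lower value exceeds 30%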;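 note: 0% = serum in Mg-EGTA without compound and 100% = EDTA serum blank; some compounds past the cut are filed as inactive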
#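 Test system – human serum alternative complement pathway, C3 deposition on LPS-coated wells · Buffer or medium – diluted human serum in Mg2+-EGTA GVB++ · Compound dosing – 5 µM each compound, pools of ten, 50 µM per pool · Schedule – 1 h serum-compound exposure at 37 °C · Measured by – Anti-C3 ELISA, OD 450 nm · Read-out basis – percent inhibition of C3 deposition onto LPS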
# HTR1E antagonist = 5-HT1E receptor antagonists, primary screen, cell-based, HTS. 65,000 tested, 0.99% active. inhibition, % at 6 µM. CHO 5-HT1E Ga15 NFAT-bla reporter, FRET, antagonist. 5-hydroxytryptamine receptor 1E (Homo sapiens), P28566;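 active = inhibition above a set limit, the mean inhibition across every tested compound plus 3 SD, cut at about 29% in these data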;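 note: signal is the 460 over 535 nm emission ratio of beta-lactamase substrate; 0% = agonist plus DMSO wells and 100% = wells without agonist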
# The depositor's hits bear a star; · = not tested or not shown.
compound,5HT1E ag,SF-1 act,S1P1 ag pot,S1P3 ag,Ecoli tolC,5-HT1A blocker,RORA act,AP complement,HTR1E antagonist
c1ccc(CSc2nnc(-c3cccs3)n2Cc2ccco2)cc1,0.1,4,6,-0.6,96*,24,3,3,7
CN(C)C(=O)NC1CCCCCCCCCCC1,0.4,-10,-21,-0.6,-3,-11,0,-6,0
CSc1ccccc1NC(=O)Nc1ccccc1,-1.1,44,-6,-0.5,17,7,5,-13,8
C=CCn1sc(N)c(C(=O)OCC)c1=S,0.2,-6,-71,-0.6,15,-22,-5,12,-5
Cc1cccc(Cn2c(=O)n(CCCC(=O)NCc3ccco3)c(=O)c3ccccc32)c1,-0.3,34,16,-1.0,20,14,55*,13,10
CNc1nc(SCc2ccccc2)nc(N2CCOCC2)n1,0.1,9,-32,0.3,13,0,1,15,33*
CCC(C)N=C1SCC(C)(/C=N/O)S1 (centres undefined),0.7,11,-7,1.4,-5,-3,3,7,-3
CCOC(=O)c1nn(-c2ccc3c(c2)CCN3C(C)=O)cc1O,-0.4,65*,·,·,-8,-13,58*,-12,-11
CC(=O)c1c(C)oc(C)c1CSCc1ccc(C(=O)O)o1,-0.1,6,·,-0.2,-9,0,0,3,-1
Cc1ccc2nc(C)cc(OCC(=O)O)c2c1,1.3,-5,0,-0.2,-22,-10,-14,2,-4
CCN1CCN(S(=O)(=O)c2ccc3[nH]c(=O)oc3c2)CC1,0.5,-7,-28,-0.5,-7,3,16,17,-1
CC(C)NC(=O)Cn1nnc(-c2cccc(NC(=O)c3ccccc3F)c2)n1,-0.3,16,29,-0.7,-2,6,18,1,10
COc1cccc(-c2nc(CS(=O)(=O)CC(=O)NCCCN3CCc4ccccc4C3)c(C)o2)c1,-0.8,9,17,-1.3,9,16,-22,12,-2
COC(=O)c1cc(NC2c3ccccc3C(=O)N2c2cccnc2)cc(C(=O)OC)c1 (centres undefined),0.3,-2,-20,0.2,9,14,9,13,3
COc1ccccc1N1CCN(S(=O)(=O)c2ccc3c4c(cccc24)C(=O)N3C)CC1,-0.9,-20,30,-0.4,10,0,-11,13,8
CN(C)C(=O)Cn1c(SCC(=O)N2CCCc3ccccc32)nc2ccccc21,-0.2,-15,11,-0.3,-18,-7,10,16,9
COc1ccc(N2C(=O)CC(Cc3ccccc3)C2=O)cc1 (centres undefined),-0.3,7,5,-0.3,3,-7,7,10,3
COc1ccc(CCNC(=O)CSc2nnc(CNC(=O)c3ccco3)o2)cc1OC,1.5,-8,·,·,-34,2,0,20,-15
CN1CC=C2C(C#N)=C(N)C(C#N)(C#N)C(CCc3ccccc3)C2C1 (centres undefined),0.1,8,2,-0.4,20,-7,4,10,2
Cc1cccc(C(=O)OCc2cc3ccccc3[nH]c2=O)c1,-0.1,1,-14,-0.5,-12,-18,-4,10,7

# Compound profiles (already shown). Values in the order: 5HT1E ag, SF-1 act, S1P1 ag pot, S1P3 ag, Ecoli tolC, 5-HT1A blocker, RORA act, AP complement, HTR1E antagonist
# `c1ccc(CSc2nnc(-c3cccs3)n2Cc2ccco2)cc1` is listed with 0.1, 4, 6, -0.6, 96*, 24, 3, 3, 7
# `CN1CC=C2C(C#N)=C(N)C(C#N)(C#N)C(CCc3ccccc3)C2C1` (centres undefined) is listed with 0.1, 8, 2, -0.4, 20, -7, 4, 10, 2

# New compounds follow
compound,5HT1E ag,SF-1 act,S1P1 ag pot,S1P3 ag,Ecoli tolC,5-HT1A blocker,RORA act,AP complement,HTR1E antagonist
Cc1ccc(S(=O)(=O)NCc2nc3ccccc3[nH]2)cc1,0.7,42,-8,-0.3,-20,10,35,7,-2
Cc1cc(C)n2c(SC/C(O)=C(\C#N)c3nc4ccccc4[nH]3)nnc2n1,0.1,-2,-25,-1.0,-13,-4,-2,4,-3
O=C1Nc2ccccc2C(O)(C(=O)NCc2ccc3c(c2)OCO3)N1c1ccccc1 (centres undefined),0.8,4,·,·,1,-11,0,2,-18
Cc1c(NC(=O)CSc2nnnn2Cc2ccccc2)c(=O)n(-c2ccccc2)n1C,-0.1,-3,-16,-0.9,-10,-9,-6,18,4
COc1ccc(CC(=O)Nc2ccc3c(c2)CCC3)cc1S(=O)(=O)N1CCOCC1,0.1,-8,13,0.1,4,13,13,-4,6
Cc1ccc2cccc(Oc3nnnn3-c3ccccc3)c2n1,-0.2,-9,28,0.2,5,6,-18,6,11
COCCN(CC(=O)NCc1ccc(OC)cc1)C(=O)CCC(=O)Nc1nccs1,1.4,-24,-14,-0.5,-17,3,13,13,-5
Cc1nc2sc(C(c3cccs3)N3CC(C)CC(C)C3)c(O)n2n1 (centres undefined),0.6,-16,5,-0.3,5,10,-11,10,2
COc1ccc(NC(=O)CSc2nnc(-c3ccccn3)n2N)c(OC)c1,0.3,-8,·,·,-6,-6,-15,5,-4
O=C(Cn1c(CN2CCCCC2)nc2ccccc2c1=O)NCc1ccco1,-0.3,-3,-11,-0.6,-8,8,-8,·,0
O=C(NC1CCCCC1)C(c1ccco1)N(Cc1cccnc1)C(=O)C1COc2ccccc2O1 (centres undefined),0.4,-15,-15,-1.3,13,27,-2,-2,6
CCOc1cc(C)c(S(=O)(=O)Nc2ccc(Cl)cn2)cc1C,27*,-9,26,-0.4,24,12,-9,-16,7
COc1ccc(/C=N/n2c(SC)nnc2-c2ccccc2)cc1C,0.8,-12,-31,-0.2,87*,-1,-16,-14,2
CCOC(=O)N1CCC(NC(=O)c2ccc3c(c2)ncn3C2CCCC2)CC1,-0.4,36,-1,-0.5,-4,-3,-11,6,-4
O=C(O)CCCCCN1C(=O)C(=O)/C(=C(/O)c2ccccc2)C1c1ccccc1 (centres undefined),0.4,10,·,-0.2,-11,-5,-21,10,1
CCOC(=O)CNc1c(-c2ccc(F)cc2)nc2cnccn12,1.0,12,·,·,0,16,0,2,0
Cc1cc(C)n2nc(-c3cccnc3)nc2n1,-0.3,-6,-10,-0.4,-14,-6,-7,13,2
Cc1ccccc1NC(=O)CSc1nc2c(c(-c3ccco3)c1C#N)CCCC2,-0.2,1,-15,0.0,-12,-1,-2,2,-5
COC(=O)c1ccccc1NC(=O)CSc1n[nH]c(CC(C)C)n1,0.1,-3,14,-0.2,9,-4,-2,7,1
Cc1cccc(C)c1NC(=O)Cn1cnc2c(=O)n(C)c(=O)n(C)c21,0.4,-4,-26,-0.9,-3,-5,-9,19,-12
COc1ccc(-n2cnnc2SC(C)c2nc3sc(C)c(C)c3c(=O)[nH]2)cc1 (centres undefined),0.8,-7,·,·,10,-4,2,·,-1
C/C(N)=C(\C#N)C(=O)NCc1ccccn1,-0.8,13,-6,-0.7,-29,-12,4,7,-5
Cc1ccc2oc(-c3ccc(NC(=O)CC(C)C)cc3)nc2c1,1.5,44,30,-1.3,13,-13,55*,10,-15
COc1cc2ccccc2cc1C(=O)Nc1ccc(N2CCN(C)CC2)cc1,-0.5,36,0,-0.8,-13,-4,59*,-9,2
CC1CCN(C(=O)C2CCN(C(=O)c3cc4sccc4n3Cc3ccc(F)cc3)CC2)CC1,-0.6,4,3,-0.2,60,0,6,11,-16
OC(COC1CCCCC1)CN1CCN(c2ccccc2)CC1 (centres undefined),0.9,12,13,-0.3,-15,45*,-14,-18,0
O=C(NCCN1CCOCC1)c1cc(-c2ccc(F)cc2)on1,-0.6,-7,-30,-0.1,-15,-4,-8,14,-4
COc1cc(S(=O)(=O)N2CCN(C(=O)c3ccccc3F)CC2)c(OC)cc1NC(C)=O,-0.4,-19,7,-1.4,-8,8,-12,8,-3
CCOC(=O)N1CCN(S(=O)(=O)c2ccc(C)cc2)C1c1ccc(OC)cc1 (centres undefined),-0.4,-19,-20,-1.9,21,13,-24,21,5
O=C(NCC1COc2ccccc2O1)C1CCC(CNc2c(N3CCCCC3)c(=O)c2=O)CC1 (centres undefined),0.0,15,-26,0.5,-9,-10,-13,-2,5
CCCn1c(SCC(=O)N2CCc3ccccc32)nnc1-c1ccncc1,0.3,4,·,·,-11,1,-10,6,1
O=C1C(=C2CCCCC2)SC(=S)N1Cc1ccco1,-0.2,-12,20,-1.6,21,19,9,10,11
O=C(NCc1cccc(Cl)c1)c1cccnc1,-0.3,-2,-19,0.0,0,3,-15,12,5
CC(C)(C)NC(=O)CSc1nnc(-c2ccccn2)n1-c1ccccc1,0.3,-3,-17,0.0,-24,-2,-8,-6,-7
CNC(=O)c1ccsc1NC(=O)CN1C(=O)CCC1=O,0.1,-4,-5,0.1,-6,-15,-16,2,-5
CCc1nc(N)c(C#N)c(-c2ccc(O)c(OC)c2)c1C,0.1,-3,-21,-0.2,12,2,4,-3,17
Cc1ccc(C(=O)NCC(=O)OCC(=O)c2c(N)n(C)c(=O)n(C)c2=O)s1,0.4,2,-7,-0.2,-2,1,-12,21,7
O=C1c2ccccc2NC2(CCCCC2)N1c1ccc(O)cc1,0.4,16,-9,-0.8,0,6,5,8,-7
CCC(C)NC(=O)C1=C(C)C(=O)OC12CCC(C)CC2 (centres undefined),0.8,0,-6,-0.3,-7,3,-15,23,-7
COc1ccc(C2=C(O)C(C)N(c3ccccc3)C2=N)cc1OC (centres undefined),0.2,0,14,0.5,-10,-8,-4,6,-6
C/C(N)=C(/C#N)C(=O)COC(=O)CC1CCCC1,0.0,4,-63,-0.1,-1,-15,-2,7,-15
O=C(OCC(=O)N1CCCC1)c1ccco1,0.1,14,-10,0.3,-3,1,-20,4,-2
O=C(NCCc1ccc(Cl)cc1)C1CC(=O)N(C2CCCCC2)C1 (centres undefined),4.3,13,-9,-0.1,8,3,-10,8,1
COc1cc(C(=O)N(Cc2cc3cc(C)ccc3[nH]c2=O)CC2CCCO2)cc(OC)c1OC (centres undefined),1.6,9,-7,0.1,10,-2,21,0,-10

# Source: PubChem BioAssay (several laboratories)

# Hits appear at their usual frequency (roughly 7.1% active in at least one column).
